Compound activity: PubChem BioAssay, Broad Institute
NFkB SMM – binders of human NF-kappa-B p105; P19838; AID 624139; Small molecule microarray, anti-His fluorescence binding; 17,000 compounds, 1.3% hits; calls only;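 active = spot fluorescence over background significantly raised, with a chance value under 7% in all four replicate spots of the compound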;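 also: probe protein is his-tagged human p50 processed subunit at 1 µg/ml; raw spot fluorescence signals with no normalization applied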
Target sequence (P19838 1-433 limits assumed): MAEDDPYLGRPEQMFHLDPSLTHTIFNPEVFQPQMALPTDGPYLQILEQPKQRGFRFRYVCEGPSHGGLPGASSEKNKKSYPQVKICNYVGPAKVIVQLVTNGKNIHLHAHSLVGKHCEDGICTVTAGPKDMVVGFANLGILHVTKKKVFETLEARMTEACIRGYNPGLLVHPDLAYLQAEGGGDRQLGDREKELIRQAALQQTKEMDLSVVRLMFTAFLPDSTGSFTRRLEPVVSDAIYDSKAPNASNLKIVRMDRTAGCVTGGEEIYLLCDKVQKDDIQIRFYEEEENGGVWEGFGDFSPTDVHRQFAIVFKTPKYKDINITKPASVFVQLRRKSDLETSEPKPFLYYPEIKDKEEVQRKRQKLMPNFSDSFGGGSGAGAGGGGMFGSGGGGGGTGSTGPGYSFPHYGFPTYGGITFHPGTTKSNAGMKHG
Calls only; i = inactive; + = active, no number. The list is partial; rates above refer to the full screens.

SMILES	NFkB SMM
COC(=O)C1=COC(O[C@@H]2O[C@H](CO)[C@@H](OC(=O)/C=C/c3ccc(O)cc3)[C@H](O)[C@H]2O)[C@H]2[C@@H]1[C@H](O)C[C@]2(C)OC(C)=O (some centres not stated)	i
Cc1noc(C)c1NC(=O)N(C)C[C@H]1Oc2ccc(NC(=O)Cn3cnnn3)cc2C(=O)N([C@H](C)CO)C[C@@H]1C	i
O=C1C(Nc2ccccc2)=CC(=O)c2ncccc21	i
C[C@@H]1CN([C@@H](C)CO)C(=O)c2cc(NC(=O)Nc3ccc(F)cc3)ccc2O[C@@H](C)CCCCO[C@@H]1CN(C)S(=O)(=O)c1ccccc1	i
C[C@H]1CN([C@@H](C)CO)C(=O)Cc2cc(NC(=O)CCN3CCOCC3)ccc2O[C@@H]1CN(C)S(=O)(=O)c1ccccc1	i
COc1ccc(S(=O)(=O)Nc2ccc3c(c2)CC(=O)N([C@H](C)CO)C[C@H](C)[C@H](CN(C)C(=O)Nc2ccc(F)cc2)O3)cc1	i
C[C@H]1C=C(C(=O)N2CCN(Cc3ccc4c(c3)OCO4)CC2)O[C@@H](OCCCCO)C1	i
C=CCOC(=O)[C@H]1[C@@H]2C(=O)O[C@@H](c3ccccc3)[C@@H](c3ccccc3)N2[C@@H](c2ccc(OCCOC(=O)[C@@H]3C[C@@H]4C(=O)N5CCC[C@H]5C(=O)N4[C@@H]3c3cccc(OCCO)c3)cc2)[C@]12C(=O)Nc1ccccc12	i
COc1ccc(S(=O)(=O)Nc2cccc3c2O[C@@H](CN(C)Cc2ccc(C(=O)O)cc2)[C@@H](C)CN([C@H](C)CO)C3=O)cc1	i
Cc1ccc(O)c(NC(=S)NC(=O)c2ccc(-c3ccccc3[N+](=O)[O-])o2)c1	i
O=C(O)[C@@]1(CCS(=O)(=O)c2ccccc2)COC(c2ccc(OCCCO)cc2)=N1	i
CC(=O)Nc1ccc(NC(=O)CN(c2cc(C(F)(F)F)ccc2Cl)S(C)(=O)=O)cc1	i
CC(=O)Nc1ccccc1NC(=O)COc1cc(C)c(Br)c(C)c1	i
COc1ccc(S(=O)(=O)N(C)C[C@H]2Oc3ccc(NC(=O)Nc4ccc(C(F)(F)F)cc4)cc3CC(=O)N([C@@H](C)CO)C[C@@H]2C)cc1	i
C[C@@H]1CCCCO[C@H](CN(C)Cc2ccc3c(c2)OCO3)[C@H](C)CN([C@@H](C)CO)C(=O)c2cc(N(C)C)ccc2O1	i
Nc1ccccc1S(N)(=O)=O	i
COc1cc(C(=O)Nc2cc(-c3nc4ncccc4o3)ccc2C)ccc1OCc1ccc(Cl)cc1	i
CC(=O)c1cccc(NC(=O)C(C)N2C(=O)c3ccccc3C2=O)c1 (configuration not stated)	i
COC(=O)C(CC#Cc1ccc2c(c1)[C@]1(C(=O)N2)[C@H](C(=O)N2CCCCCCC2)[C@H]2C(=O)O[C@H](c3ccccc3)[C@H](c3ccccc3)N2[C@@H]1c1ccc(O)cc1)C(=O)OC	i
Cc1ccc(S(=O)(=O)NCC(=O)Nc2ccc(I)cc2)cc1	i
Cc1noc(C)c1S(=O)(=O)Nc1cccc2c1O[C@@H](CN(C)Cc1ccc(Cl)c(Cl)c1)[C@@H](C)CN([C@H](C)CO)C2=O	i
C[C@H](CO)N1C[C@H](C)[C@H](CN(C)C)Oc2ccc(N(C)C)cc2C1=O	i
C[C@H](CO)N1C[C@H](C)[C@H](CN(C)Cc2ccc(C(=O)O)cc2)Oc2ccc(NC(=O)CCCN(C)C)cc2C1=O	i
O=C(NC(Cc1cc(=O)[nH]c2ccccc12)C(=O)O)c1ccc(Cl)cc1 (configuration not stated)	i
CN(C)CCNC(=O)c1cc(-c2cccnc2)nc2c(Cl)cccc12	i
Cc1noc(C)c1NC(=O)Nc1ccc2c(c1)CC(=O)N([C@@H](C)CO)C[C@@H](C)[C@H](CN(C)S(=O)(=O)c1c(C)noc1C)O2	i
C[C@H]1CN([C@@H](C)CO)C(=O)c2cccc(NS(=O)(=O)c3cn(C)cn3)c2O[C@H]1CN(C)C	i
C[C@@H]1CN([C@@H](C)CO)C(=O)c2cc(NC(=O)C3CC3)ccc2O[C@H]1CN(C)Cc1ccc2c(c1)OCO2	i
CC1=C(C(=O)Nc2ccccc2Cl)C(c2cc(Br)ccc2OCC(N)=O)NC(=S)N1 (configuration not stated)	i
CC(C)NC(=O)N(C)C[C@H]1OCc2cn(nn2)CCCC(=O)N([C@H](C)CO)C[C@@H]1C	i
C[C@H](CO)N1C[C@H](C)[C@@H](CN(C)S(=O)(=O)c2ccc(F)cc2)OCCCC[C@H](C)Oc2ccc(NC(=O)Nc3ccccc3)cc2C1=O	i
N#Cc1cc2c(OCC(O)CN3CCN(C(c4ccccc4)c4ccccc4)CC3)cccc2[nH]1 (configuration not stated)	i
C=C[C@@]1(C)CCC2C(=CCC3[C@]2(C)CCC[C@@]3(C)C(=O)O)C1 (some centres not stated)	i
C[C@@H]1CN([C@H](C)CO)C(=O)Cc2cc(NC(=O)C3CC3)ccc2O[C@@H]1CN(C)Cc1ccc(Cl)c(Cl)c1	i
Cc1noc(C)c1S(=O)(=O)N(C)C[C@H]1Oc2ccc(N(C)C)cc2CC(=O)N([C@H](C)CO)C[C@H]1C	i
C[C@H]1CCCCO[C@@H](CN(C)C(=O)CCCN(C)C)[C@@H](C)CN([C@@H](C)CO)C(=O)c2cc(NC(=O)Cc3ccccc3)ccc2O1	i
C[C@H]1CCCCO[C@@H](CN(C)S(=O)(=O)c2ccc(F)cc2)[C@@H](C)CN([C@@H](C)CO)C(=O)c2cc(NC(=O)Nc3ccccc3)ccc2O1	i
COC(=O)C1=CO[C@@H](O[C@@H]2O[C@H](CO)[C@@H](O)[C@H](O)[C@H]2O)[C@H]2[C@]1(O)[C@H](O)C[C@]2(C)O	i
CNC[C@@H]1Oc2c(NS(=O)(=O)c3cn(C)cn3)cccc2C(=O)N([C@@H](C)CO)C[C@H]1C	i
C[C@H]1CN([C@@H](C)CO)C(=O)c2cccc(NS(=O)(=O)c3cccs3)c2O[C@H]1CN(C)C(=O)NC1CCCCC1	i
C[C@@H]1CN([C@@H](C)CO)C(=O)Cc2cc(NC(=O)Cc3cn(C)c4ccccc34)ccc2O[C@H]1CN(C)CC1CC1	i
CNC[C@H]1OCCCC[C@H](C)Oc2ccc(NS(=O)(=O)c3ccccc3)cc2C(=O)N([C@@H](C)CO)C[C@@H]1C	i
Cn1c(SCC(=O)Nc2ccccc2F)nnc1-c1ccccc1	i
Cc1noc(C)c1NC(=O)N(C)C[C@H]1Oc2ccc(NC(=O)Nc3ccc(F)cc3)cc2C(=O)N([C@@H](C)CO)C[C@@H]1C	i
CCc1c(C)sc(NC(=O)CSc2nc(-c3ccccc3)cc(C(F)(F)F)n2)c1C#N	i
COc1ccc(S(=O)(=O)Nc2cccc3c2O[C@H](CN(C)Cc2ccc(C(F)(F)F)cc2)[C@@H](C)CN([C@@H](C)CO)C3=O)cc1	i
C[C@@H]1CN([C@@H](C)CO)C(=O)Cc2cc(NC(=O)c3ccncc3)ccc2O[C@@H]1CN(C)C(=O)Nc1cccc2ccccc12	i
CNC[C@H]1OCCCC[C@@H](C)Oc2ccc(N)cc2C(=O)N([C@H](C)CO)C[C@H]1C	i
CC(=O)c1c(C)nc(-c2ccc(Cl)cc2)nc1NC(=O)Cc1ccccc1	i
C[C@H](CO)N1C[C@H](C)[C@H](CN(C)C)OCCCC[C@H](C)Oc2ccc(NC(=O)c3ccccc3)cc2C1=O	i
(further entries)
SMILES	NFkB SMM
O=C(COc1ccc(CO)cc1)Nc1ccccc1	i
C[C@@H]1CCCCO[C@@H](CN(C)C(=O)Nc2ccccc2)[C@H](C)CN([C@@H](C)CO)C(=O)c2cc(NC(=O)Nc3ccccc3)ccc2O1	i
COc1ccc(NC(=O)O[C@@H](c2ccc(OC)c(O)c2)[C@H](CCO)OC)cc1	i
O=C(COc1ccc(Br)cc1)Nc1cc(C(F)(F)F)ccc1N1CCOCC1	i
COc1ccc(S(=O)(=O)N(C)C[C@@H]2Oc3ccc(NS(C)(=O)=O)cc3CC(=O)N([C@@H](C)CO)C[C@H]2C)cc1	i
Cc1ccc(S(=O)(=O)N(C)CC(=O)Nc2ccc(C)cc2C)cc1	i
COc1ccc(NC(=O)c2ccc(N(C)S(=O)(=O)c3ccc(OC)c(OC)c3)cc2)cc1OC	i
CC(=O)N1CCN(c2ccc(OCC3COC(Cn4ccnc4)(c4ccc(Cl)cc4Cl)O3)cc2)CC1 (configuration not stated)	i
Cc1cccc(NC(=O)CC2Nc3cccc4cccc(c34)NC2=O)c1 (configuration not stated)	i
CC(C)NC(=O)N(C)C[C@H]1Oc2c(NC(=O)C3CC3)cccc2C(=O)N([C@H](C)CO)C[C@@H]1C	i

Given with bars between the fields: part of the list above
compound | NFkB SMM
Cc1cccc(NC(=O)CC2Nc3cccc4cccc(c34)NC2=O)c1 (configuration not stated) | i
CC(C)NC(=O)N(C)C[C@H]1Oc2c(NC(=O)C3CC3)cccc2C(=O)N([C@H](C)CO)C[C@@H]1C | i
COc1ccc(NC(=O)c2ccc(N(C)S(=O)(=O)c3ccc(OC)c(OC)c3)cc2)cc1OC | i
O=C(COc1ccc(CO)cc1)Nc1ccccc1 | i

Next section
SMILES	NFkB SMM
COc1ccc(NC(=O)Nc2cccc3c2O[C@H](CN(C)Cc2ccc(C(=O)O)cc2)[C@@H](C)CN([C@H](C)CO)C3=O)cc1	i
C[C@H](CO)N1C[C@H](C)[C@H](CN(C)S(=O)(=O)c2cccs2)Oc2c(NC(=O)c3nc4ccccc4s3)cccc2C1=O	i
C[C@@H]1CCCCO[C@@H](CN(C)S(=O)(=O)c2ccccc2)[C@H](C)CN([C@H](C)CO)C(=O)c2cc(NC(=O)CCC(F)(F)F)ccc2O1	i
Cc1ccc(C(=O)NC(=O)CSc2nnc(C)s2)cc1	i
C[C@@H]1CN([C@@H](C)CO)C(=O)c2cc(NC(=O)Nc3ccc(F)cc3)ccc2O[C@H]1CN(C)Cc1ccc2c(c1)OCO2	i
COc1ccc(CCNC(=O)c2cc3cc(F)ccc3nc2C)cc1OC	i
O=C1O[C@H](c2ccccc2)[C@H](c2ccccc2)N2[C@H]1[C@@H](C(=O)NC[C@H](O)c1ccccc1)[C@]1(C(=O)Nc3ccccc31)[C@H]2c1ccc(O)cc1	i
COc1ccc(CN(C)C[C@H]2Oc3ccc(NS(=O)(=O)c4ccc(OC)cc4)cc3CC(=O)N([C@@H](C)CO)C[C@@H]2C)cc1	i
COc1ccc(N(C(=O)c2cccnc2)S(=O)(=O)c2ccccc2)cc1	i
C#CCNC(=O)C1=C[C@@H](c2ccc(Br)cc2)C[C@@H](OCc2ccc(CO)cc2)O1	i
CSCC(NS(=O)(=O)c1ccc(Br)cc1)C(=O)O (configuration not stated)	+
NCCNC(=O)c1ccc(Cl)cc1	i
Cc1ccc(OC(=O)N(C)C[C@@H]2OCc3cn(nn3)CCCC(=O)N([C@H](C)CO)C[C@@H]2C)cc1	i
Cc1noc(C)c1S(=O)(=O)Nc1ccc2c(c1)CC(=O)N([C@H](C)CO)C[C@H](C)[C@H](CN(C)Cc1ccc(-c3ccccc3)cc1)O2	i
N#CCCSCc1ccc2oc(C(=O)O)cc2c1	i
COc1ccccc1NC(=O)CSC1=NCCS1	i
C[C@@H]1CN([C@H](C)CO)C(=O)c2cccc(NS(=O)(=O)c3ccc(Cl)cc3)c2O[C@H]1CN(C)Cc1ccncc1	i
CC(=O)Nc1nc2ccccc2n1CCN1CCOCC1	i
COc1ccc(S(=O)(=O)Nc2ccc3c(c2)C(=O)N([C@@H](C)CO)C[C@@H](C)[C@H](CN(C)S(=O)(=O)c2ccc(F)cc2)OCCCC[C@@H](C)O3)cc1	i
Cc1noc(C)c1S(=O)(=O)N(C)C[C@@H]1OCCCC[C@H](C)Oc2ccc(NC(=O)CCCN(C)C)cc2C(=O)N([C@H](C)CO)C[C@H]1C	i
COc1cccc(NC(=O)CSc2nnc(-c3ccc(Cl)cc3)n2-c2cccc(C)c2)c1	i
CCOc1cc(CO)c(Br)cc1OCC(=O)O	i
CC(=O)OC1/C=C(/C(=O)O)CC/C=C(/C)C(=O)/C=C\C1(C)C (configuration not stated)	i
CC1=CC(=O)OC1(O)CCC(C)CC(=O)O (configuration not stated)	i
O=C(Nc1ccccc1)c1ccc(S(=O)(=O)c2cccc(S(=O)(=O)N3CCOCC3)c2)cc1	i
C[C@@H]1CN([C@@H](C)CO)C(=O)Cc2cc(N(C)C)ccc2O[C@H]1CN(C)S(=O)(=O)c1ccccc1	i
Cc1ccccc1Cn1c(NCc2ccco2)nc2c1c(=O)n(C)c(=O)n2C	i
C[C@H]1CN([C@@H](C)CO)C(=O)c2cc(N(C)C)ccc2O[C@@H]1CN(C)Cc1ccccc1	i
C[C@@H]1CCCCO[C@H](CN(C)C(=O)Nc2ccccc2)[C@H](C)CN([C@H](C)CO)C(=O)c2cc(NC(=O)Nc3ccccc3)ccc2O1	i
COc1ccc(OC)c(NC(=O)NCc2cnn(C)c2)c1	i
CC(C)(Sc1ccc(CCN(CCCCC2CCCCC2)C(=O)NC2CCCCC2)cc1)C(=O)O	+
C[C@@H]1CN([C@@H](C)CO)C(=O)c2cc(NC(=O)Nc3ccccc3)ccc2O[C@@H](C)CCCCO[C@@H]1CN(C)S(=O)(=O)c1ccccc1	i

Some of these compounds in order of SMILES length, descending.
SMILES	NFkB SMM
C[C@@H]1CN([C@@H](C)CO)C(=O)c2cc(NC(=O)Nc3ccccc3)ccc2O[C@@H](C)CCCCO[C@@H]1CN(C)S(=O)(=O)c1ccccc1	i
C[C@@H]1CCCCO[C@H](CN(C)C(=O)Nc2ccccc2)[C@H](C)CN([C@H](C)CO)C(=O)c2cc(NC(=O)Nc3ccccc3)ccc2O1	i
C[C@@H]1CN([C@@H](C)CO)C(=O)Cc2cc(N(C)C)ccc2O[C@H]1CN(C)S(=O)(=O)c1ccccc1	i
CC(C)(Sc1ccc(CCN(CCCCC2CCCCC2)C(=O)NC2CCCCC2)cc1)C(=O)O	+
CCOc1cc(CO)c(Br)cc1OCC(=O)O	i
